Bioassay records from PubChem.
TDP43 rescue: rescues yeast growth from TDP-43 toxicity | TDP-43 expressing yeast growth rescue, BacTiter-Glo, 24 h | Potency, µM (doses to about 46.1 µM), inactives show at the highest dose growth rescue (activation), hits mostly activators | 410,000 tested, 1.8% active; note: potency is the fitted concentration of half-maximal effect; % of control where 0% means no effect; nearly all actives have a fitted effect of over 50% in size
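Yeast expressing TDP-43 (pregrown in raffinose, seeded at OD600=0.02 in galactose medium) exposed to compounds 24 hr at 30 deg C. Growth read by BacTiter-Glo luminescence; rescue of toxicity appears as increased signal.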
PTHR1 agonist: activates the human parathyroid hormone receptor PTHR1. Q03431. HEK293 GP2 PTHR1 cells, GloSensor cAMP luminescence, 1 h. Potency, µM (top dose mostly 115 µM), for the others: at the highest dose activation, usual class: activators. 410,000 tested, 0.075% active; note: potency is the fitted concentration of half-maximal effect; nearly all actives have a fitted effect of over 55% in size; some results filed as inactive show a strong effect at the top dose; inactives centre near -15; many of its hits are not listed in these tables
Target sequence (Q03431 whole entry, looked up): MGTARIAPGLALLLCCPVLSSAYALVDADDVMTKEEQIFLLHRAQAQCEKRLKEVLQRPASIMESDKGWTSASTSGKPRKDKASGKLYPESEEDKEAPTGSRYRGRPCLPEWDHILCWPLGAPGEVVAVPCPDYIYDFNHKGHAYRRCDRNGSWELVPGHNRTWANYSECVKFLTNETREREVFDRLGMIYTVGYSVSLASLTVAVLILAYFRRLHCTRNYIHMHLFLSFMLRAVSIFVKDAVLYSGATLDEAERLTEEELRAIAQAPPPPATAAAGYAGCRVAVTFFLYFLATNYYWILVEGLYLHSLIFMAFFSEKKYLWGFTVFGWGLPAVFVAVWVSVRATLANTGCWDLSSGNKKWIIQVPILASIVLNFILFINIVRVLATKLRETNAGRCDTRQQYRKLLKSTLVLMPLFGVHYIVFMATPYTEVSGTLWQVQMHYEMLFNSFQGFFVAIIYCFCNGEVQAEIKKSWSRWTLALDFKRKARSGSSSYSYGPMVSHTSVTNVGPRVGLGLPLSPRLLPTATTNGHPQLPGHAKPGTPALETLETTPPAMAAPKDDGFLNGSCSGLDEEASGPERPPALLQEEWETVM
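HEK-293-derived GP2 cells expressing PTHR1 and a GloSensor cAMP reporter, 3,000/well, plated overnight, given luciferin plus IBMX (each 0.5 mM as added) for 1 h at 37 °C, then compound for 1 h at 37 °C. Luminescence was read after 15 min at room temperature.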
D3 antag: blocks the human D3 dopamine receptor; P35462; D3R cells, DiscoveRx beta-arrestin luminescence, antagonist mode; stronger effect = lower value; max response, negative = inhibition, %; 360,000 tested, 2.5% active; in the data active = max response below about -50%; inconclusive = no clear call, values can overlap the other calls; note: % is set by controls: 0 for no effect and ±100 for the full control effect; mostly tested at two doses, the higher about 12 µM
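Cells expressing the human receptor were seeded at 1500 cells/well, incubated overnight at 37 degrees C in 5% CO2, then exposed to library compounds with dopamine controls for 90 minutes at 37 degrees C before luminescent detection.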
aSyn yeast inh: alpha-synuclein toxicity inhibition in yeast; Yeast expressing alpha-synuclein, growth rescue, BacTiter-Glo, 24 h; Potency, µM (top dose mostly 46.1 µM), without a hit: at the top dose growth rescue (activation), most hits filed as activators; 370,000 tested, 0.14% active; AID 652106; note: potency is the fitted concentration of half-maximal effect; % of control where 0% means no effect; nearly all actives have a fitted effect of over 65% in size
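Readout is rescue of growth in alpha-synuclein-expressing yeast, so inhibitors of toxicity appear as activators. Growth after 24 hr at 30 deg C in galactose medium is quantified by luminescence.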
FUS yeast rescue: suppressors of FUS proteinopathy in yeast | Potency, µM (titrated, usually from 76.6 µM), for inactives: at the top dose growth rescue (activation), usual class: activators | S. cerevisiae FUS-expressing, growth rescue, OD600, 24 h | 390,000 tested, 0.24% active | AID 1347120;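 note: potency is the fitted concentration of half-maximal effect; plate controls were DMSO vehicle for no effect and reference control for full effect; nearly all actives have a fitted effect of over 55% in size; some results filed as inactive show a strong effect at the top dose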
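Read-out: OD at 600 nm after 24hr at 30C, reporting rescue of FUS-induced yeast toxicity. Cells at OD 0.005 in galactose (2%) minimal medium; compounds tested in a dilution series; CP55940 titration from 92uM final as control.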
Abeta rescue: restores growth of yeast expressing A-beta42 peptide; yeast expressing A-beta42, growth rescue, OD600, 48 h; response scale: 0% DMSO, 100% iron-clioquinol control; AID 1347071; 410,000 tested, 0.063% active; Potency, µM (doses to about 46.1 µM), inactives show top-dose growth rescue, hits mostly activators; note: potency is the fitted concentration of half-maximal effect; nearly all actives have a fitted effect of over 55% in size
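Yeast growth medium received pinned compounds, then yeast cells expressing toxic A-beta were added; plates incubated at 30 C for 48 hr. Growth read as absorbance at 600 nm, normalized to DMSO and equimolar FeCl3 plus clioquinol controls.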
Akt phos inh: inhibitors of Akt phosphorylation; Neuro2A IGF-stimulated pAkt S473 HTRF, 20 min; stronger effect = lower value; activity change, % for hits at 50 µM; 360,000 tested, 0.32% active; AID 651550; in the data active = activity change below about -80%; inconclusive = mostly about -51% to -80%; note: % is set by controls: 0 for no effect and ±100 for the full control effect
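Single-point screen (50 µM final compound) in Neuro2A cells stimulated 20 min with 6 nM IGF at 37 deg C. After lysis, Ser473-phosphorylated Akt read by HTRF (ex 330 nm, em 615/665 nm) as the 665/615 ratio.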
GLP-1R agonist: GLP-1 receptor (human) agonism; P43220; AID 624172; HEK293 GLP-1R CRE-luciferase, luminescence, 4-6 h; cells express a hypersensitive GLP-1R form; 380,000 tested, 0.007% active; Potency, µM (top dose mostly 45.6 µM), for inactives: at the highest dose activation, actives largely listed as activators; note: potency is the fitted concentration of half-maximal effect; % of control where 0% means no effect
Target sequence (P43220 whole entry, looked up): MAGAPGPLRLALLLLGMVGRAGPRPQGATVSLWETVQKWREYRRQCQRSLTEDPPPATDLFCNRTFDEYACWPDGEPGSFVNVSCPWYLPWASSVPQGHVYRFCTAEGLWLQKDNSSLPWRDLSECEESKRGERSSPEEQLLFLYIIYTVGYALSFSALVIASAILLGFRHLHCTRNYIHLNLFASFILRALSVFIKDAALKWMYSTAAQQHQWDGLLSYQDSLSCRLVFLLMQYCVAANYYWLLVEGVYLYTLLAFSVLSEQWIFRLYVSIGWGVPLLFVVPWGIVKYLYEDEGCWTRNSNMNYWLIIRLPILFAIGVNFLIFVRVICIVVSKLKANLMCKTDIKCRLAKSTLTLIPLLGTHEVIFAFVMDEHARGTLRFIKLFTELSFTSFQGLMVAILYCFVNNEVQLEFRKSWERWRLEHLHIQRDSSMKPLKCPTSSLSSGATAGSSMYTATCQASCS
GLP-1R inv ag: acts as inverse agonist at human GLP-1 receptor; HEK293 GLP-1R CRE-luciferase, luminescence, 24 h; GLP-1R form is constitutively active; Potency, µM (top dose mostly 38.3 µM), inactives show at the top dose activity change, negative = inhibition, actives largely listed as inhibitors; 410,000 tested, 1.6% active; AID 624417; note: potency is the fitted concentration of half-maximal effect; % is set by controls: 0 for no effect and ±100 for the full control effect; nearly all actives have a fitted effect of over 55% in size
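Cells are plated, allowed 12 hours at 37 deg C, then treated with compounds for 24 hr before luciferase detection reagent is added and luminescence is read after 12 min at room temperature. The HEK293 line carries constitutively active GLP-1R with a cAMP-responsive reporter.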
The depositor's hits bear a star; i = inactive; ? = inconclusive; · = not tested or not shown; [ ] = another dose, or the depositor's remark. Unless noted, calls come from the whole dose curve; as a rule, active = well fitted curve in the direction sought with a large enough effect; inconclusive = small, poorly fitted or top-dose-only effect, or another doubt; inactive = no such curve, though single readings can be large; an effect the other way counts as inactive or inconclusive. Only part of the results is shown (hit frequency here may not be typical).

1. COC(=O)CSc1nc2c(c(-c3ccc(C)o3)c1C#N)CCCC2
2. O=C(Nc1ccc(F)cc1)c1sccc1SCc1cccc(C(F)(F)F)c1
3. CCOC(=O)c1[nH]c(C)c(C(=O)OCC(=O)N(Cc2ccccc2)C(C)C)c1C
4. Cc1ccc(C(=O)N/C(=C\c2cccs2)C(=O)NCCCn2ccnc2)cc1C
5. O=C(NCCN1CCCCC1)c1cc(COc2c(F)cccc2F)on1

assay / compound,1,2,3,4,5
TDP43 rescue,-14%,-12%,25%,25%,-2%
PTHR1 agonist,-12%[57.5 µM],?,-3%,i,-7%
D3 antag,22,-20,27,0,-62*
aSyn yeast inh,4%,-13%,5%,3%,1%
FUS yeast rescue,30%,44%,31%,8%,-2%
Abeta rescue,-1%,-23%,10%,17%,11%
Akt phos inh,i,i,i,i,i
GLP-1R agonist,0%,1%,30%,-13%,10%
GLP-1R inv ag,6%,0%,?,-1%,-19%

6. O=C(Nc1ccccc1)c1ccc(NCCc2ccccc2)c([N+](=O)[O-])c1
7. COCC(=O)Nc1ccc2nc3n(c(=O)c2c1)CCCCC3
8. Cc1cc(C)c(S(=O)(=O)Nc2ccc(O)cc2)cc1C
9. CC1CCN(S(=O)(=O)c2ccc3c(c2)c(=O)c(C(=O)NC(C)c2ccccc2)cn3C)CC1 (configuration not stated)
10. COC(=O)C1=CN(c2ccc3c(c2)OCO3)C(N)=C(C#N)C1c1cccc(F)c1 (configuration not stated)

assay / compound,6,7,8,9,10
TDP43 rescue,17%,12%,-15%,13%,0%
PTHR1 agonist,i,-13%,-13%[57.5 µM],i,i
D3 antag,14,-13,-13,·,9
aSyn yeast inh,5%,3%,-1%,·,12%
FUS yeast rescue,·,-36%,11%,?,38%
Abeta rescue,-1%,-2%,10%,-3%,-12%
Akt phos inh,i,i,i,·,i
GLP-1R agonist,2%,1%,1%,·,·
GLP-1R inv ag,12%,19%,2%,7%,?

11. CCc1sc(NS(C)(=O)=O)nc1-c1ccccc1
12. Cc1cc(C)c2c(=O)cc(C(=O)Nc3nc4ccc(F)cc4s3)oc2c1
13. CC1(C)CC(=S)Nc2ccccc2S1
14. CN1CCc2c(c3c(n2C)CCN(C)C3c2ccc(F)cc2)C1c1ccc(F)cc1 (configuration not stated)
15. CNc1nnc(-c2ccc(N(C)C)cc2)s1

assay / compound,11,12,13,14,15
TDP43 rescue,2%,16%,25%,4%,-16%
PTHR1 agonist,-15%[57.5 µM],i,i,-20%,-32%[inhibitor][57.5 µM]
D3 antag,16,·,13,-3,8
aSyn yeast inh,1%,·,6%,1%,-3%
FUS yeast rescue,15%,-20%,-8%,·,-19%
Abeta rescue,8%,3%,6%,?,-1%
Akt phos inh,i,·,i,i,i
GLP-1R agonist,5%,·,7%,0%,-8%
GLP-1R inv ag,0%,6%,-1%,-1%,?

16. CCCN(C(=O)c1c(C)oc2ncnc(N3CCOCC3)c12)c1ccc(Cl)c(Cl)c1
17. CCNc1c(NC(=O)c2ccccc2OCC)c(=O)oc2ccccc12
18. Cn1c(NC(=O)c2ccccc2F)cc(=O)n(C)c1=O
19. O=C(Cc1ccccc1)NCc1cccnc1
20. CCS(=O)(=O)N1CCCC(C(=O)NC2CCCCC2C)C1 (configuration not stated)

assay / compound,16,17,18,19,20
TDP43 rescue,-1%,24%,16%,10%,5%
PTHR1 agonist,-19%,-27%,i,-7%,i
D3 antag,·,·,4,8,4
aSyn yeast inh,·,·,4%,1%,0%
FUS yeast rescue,-2%,-10%,-27%,2%,7%
Abeta rescue,-9%,19%,5%,-1%,-2%
Akt phos inh,·,·,i,i,-110%*
GLP-1R agonist,·,·,-5%,0%,-4%
GLP-1R inv ag,9%,9%,3%,-6%[0.307 µM],4%

21. O=C(CSCc1c(Cl)cccc1Cl)NN=C1CCCC1
22. COc1ccc(C(=O)CSc2n[nH]c(-c3ccncc3)n2)cc1[N+](=O)[O-]
23. O=C(Cc1ccc(Nc2nc3ccc(Br)cc3[nH]2)cc1)NCCc1cccs1
24. COC(=O)c1ccccc1N=Nc1c(N)n[nH]c1N
25. Cc1nnc(NC(=O)C(=O)c2cc(C)n(-c3ccc(C)c(C)c3)c2C)s1

assay / compound,21,22,23,24,25
TDP43 rescue,17%,-15%,18%,9%,-2%
PTHR1 agonist,-4%,-23%,-33%[inhibitor],i,-23%
D3 antag,-13,-3,38,23,·
aSyn yeast inh,-7%,-3%,8%,-2%,·
FUS yeast rescue,7%,·,-7%,-1%,10%
Abeta rescue,8%,?,4%,3%,-8%
Akt phos inh,i,i,i,i,·
GLP-1R agonist,11%,1%,1%,7%,·
GLP-1R inv ag,13%,45%[activator],?,4%,-22%

In a second layout: results already given.
Results follow in this order: TDP43 rescue, PTHR1 agonist, D3 antag, aSyn yeast inh, FUS yeast rescue, Abeta rescue, Akt phos inh, GLP-1R agonist, GLP-1R inv ag
16	CCCN(C(=O)c1c(C)oc2ncnc(N3CCOCC3)c12)c1ccc(Cl)c(Cl)c1
 : -1%, -19%, ·, ·, -2%, -9%, ·, ·, 9%
17	CCNc1c(NC(=O)c2ccccc2OCC)c(=O)oc2ccccc12
 : 24%, -27%, ·, ·, -10%, 19%, ·, ·, 9%
18	Cn1c(NC(=O)c2ccccc2F)cc(=O)n(C)c1=O
 : 16%, i, 4, 4%, -27%, 5%, i, -5%, 3%
19	O=C(Cc1ccccc1)NCc1cccnc1
 : 10%, -7%, 8, 1%, 2%, -1%, i, 0%, -6%[0.307 µM]
20	CCS(=O)(=O)N1CCCC(C(=O)NC2CCCCC2C)C1 (configuration not stated)
 : 5%, i, 4, 0%, 7%, -2%, -110%*, -4%, 4%
21	O=C(CSCc1c(Cl)cccc1Cl)NN=C1CCCC1
 : 17%, -4%, -13, -7%, 7%, 8%, i, 11%, 13%
22	COc1ccc(C(=O)CSc2n[nH]c(-c3ccncc3)n2)cc1[N+](=O)[O-]
 : -15%, -23%, -3, -3%, ·, ?, i, 1%, 45%[activator]
23	O=C(Cc1ccc(Nc2nc3ccc(Br)cc3[nH]2)cc1)NCCc1cccs1
 : 18%, -33%[inhibitor], 38, 8%, -7%, 4%, i, 1%, ?

Next section
26. COc1cc(C(=O)N2CCN(C(=O)c3cc(-c4ccc(Br)cc4)n[nH]3)CC2)cc(OC)c1OC
27. Cc1ccc(C2=NCCn3c2c2ccc([N+](=O)[O-])cc2[n+]3[O-])cc1
28. CCCCn1nnnc1C(c1ccc(OC)cc1)N1CCN(C/C=C/c2ccccc2)CC1 (configuration not stated)
29. COC(=O)c1c(NC(=O)c2c(-c3ccccc3Cl)noc2C)sc2c1CCC2
30. Clc1ccc(/C=N/Nc2nc(Cl)nc3ccccc23)cc1

assay / compound,26,27,28,29,30
TDP43 rescue,13%,?,20%,-2%,?
PTHR1 agonist,-24%,-22%,-20%,-47%[inhibitor],-5%[57.5 µM]
D3 antag,-18,6,-107*,3,-1
aSyn yeast inh,-4%,12%,0%,6%,4%
FUS yeast rescue,44%,-2%,6%,44%,39%
Abeta rescue,·,-17%,-10%,-24%,7%
Akt phos inh,i,i,i,i,i
GLP-1R agonist,-2%,12%,-3%,4%,13%
GLP-1R inv ag,5%,3%,?,?,0%

31. C=CCOC(=O)N1CCC2CC1c1c(-c3ccc(C(F)(F)F)cc3)cccc12 (configuration not stated)
32. O=C(NC1CCCC1)c1ccc(CSc2nc3cccnc3n2Cc2ccccc2F)cc1
33. COc1ccc(Cl)cc1NC(=O)CSc1nc(Nc2ccccc2)nc(N2CCOCC2)n1
34. CCOC(=O)CC1(C)c2nc(NC(C)=O)sc2Cc2sc(NC(C)=O)nc21
35. C=CCOc1cccn2c(N(C)C(=O)c3ccccc3F)c(CC)nc12

assay / compound,31,32,33,34,35
TDP43 rescue,11%,-5%,8%,8%,3%
PTHR1 agonist,-6%,-14%,i,14%,i
D3 antag,28,·,7,0,0
aSyn yeast inh,-3%,·,0%,5%,-5%
FUS yeast rescue,17%,11%,20%,-8%,-3%
Abeta rescue,-13%,-16%,-7%,-7%,-31%
Akt phos inh,i,·,i,i,i
GLP-1R agonist,-1%,·,12%,-2%,4%
GLP-1R inv ag,?,?,?,3%,-10%

36. COc1ccc(S(=O)(=O)N2CCOCC2)cc1NC(=O)c1cccc2c(=O)c(C)c(-c3ccccc3)oc12
37. COc1ccc(/C=C/c2nc3ccccc3n2Cc2ccc(OC)c(OC)c2)cc1
38. CCOC(=O)C1CCN(C(=O)CNC(=O)c2nn(-c3ccc(OC)cc3OC)c(=O)c3ccccc23)CC1
39. CCC(CC)C(=O)N1CCN(Cc2ccc3c(c2)OCO3)CC1
40. Nn1c(SCC(=O)NCc2ccc3c(c2)OCO3)nnc1C1CC1
41. CNC(=O)c1ccc(S(=O)(=O)c2ccc(Cl)cc2)c(NC(C)=O)c1
42. COc1ccc(-c2cc(C(F)(F)F)nc(SCC(=O)N(C)Cc3cnn(C)c3C)n2)cc1OC

assay / compound,36,37,38,39,40,41,42
TDP43 rescue,8%,-1%,-15%,9%,13%,2%,26%
PTHR1 agonist,-23%,-31%,-21%,i,-23%[57.5 µM],-21%,-16%
D3 antag,20,-5,-8,?,?,-7,3
aSyn yeast inh,-1%,0%,0%,2%,0%,4%,3%
FUS yeast rescue,15%,8%,22%,16%,3%,-12%,24%
Abeta rescue,5%,-34%,6%,4%,19%,-14%,5%
Akt phos inh,i,i,i,i,i,i,i
GLP-1R agonist,?,11%,15%,5%,-9%,0%,3%
GLP-1R inv ag,38%,?,9%,?,7%,8%,79%[activator]
